Screens as filed in PubChem BioAssay.
Pf growth 96h = P. falciparum growth inhibition at 96 hour, primary screen for plastid delayed-death inhibitors. P. falciparum luciferase reporter growth, 96 h. hit rate 6.9% among 320,000. Potency, µM (series often up to 28.7 µM), inactives show at the top dose activity change, negative = inhibition, actives largely listed as inhibitors; note: potency is the fitted concentration of half-maximal effect; % is set by controls: 0 for no effect and ±100 for the full control effect
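Plates of compound plus infected erythrocytes (2% hematocrit, 0.05% parasitemia final) incubate 96 hours, 37 C, 5% CO2. Detection reagent added; reduced luminescence from the parasites' luciferase reporter flags inhibition.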
TbPYK inhibitor = blocks Trypanosoma brucei pyruvate kinase; Q57TT1; TbPYK enzyme, Kinase-Glo Plus ATP luminescence, 45 min; Potency, µM (series often up to 76.8 µM), for the others: at the highest dose activity, negative = inhibition, hits mostly inhibitors; hit rate 0.12% among 410,000; AID 624173; note: potency is the fitted concentration of half-maximal effect; % is set by controls: 0 for no effect and ±100 for the full control effect; nearly all actives have a fitted effect of over 50% in size
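Assay buffer: 50 mM TEA pH 7.2, 100 mM KCl, 10 mM MgCl2, 0.05% BSA, 0.01% Tween-20. Pyruvate kinase from T. brucei plus substrate met compound, then ADP (130 uM final). Luminescence was read post 45 min RT.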
LmPK inh = blocks Leishmania mexicana pyruvate kinase activity; hit rate 0.37% among 290,000; AID 1721; Potency, µM (doses to about 57.5 µM), for inactives: top-dose activity change, negative = inhibition, most hits filed as inhibitors; purified LmPK, Kinase-Glo ATP luminescence, 1 h; note: potency is the fitted concentration of half-maximal effect; % is set by controls: 0 for no effect and ±100 for the full control effect
Target sequence (Q27686 whole entry, looked up): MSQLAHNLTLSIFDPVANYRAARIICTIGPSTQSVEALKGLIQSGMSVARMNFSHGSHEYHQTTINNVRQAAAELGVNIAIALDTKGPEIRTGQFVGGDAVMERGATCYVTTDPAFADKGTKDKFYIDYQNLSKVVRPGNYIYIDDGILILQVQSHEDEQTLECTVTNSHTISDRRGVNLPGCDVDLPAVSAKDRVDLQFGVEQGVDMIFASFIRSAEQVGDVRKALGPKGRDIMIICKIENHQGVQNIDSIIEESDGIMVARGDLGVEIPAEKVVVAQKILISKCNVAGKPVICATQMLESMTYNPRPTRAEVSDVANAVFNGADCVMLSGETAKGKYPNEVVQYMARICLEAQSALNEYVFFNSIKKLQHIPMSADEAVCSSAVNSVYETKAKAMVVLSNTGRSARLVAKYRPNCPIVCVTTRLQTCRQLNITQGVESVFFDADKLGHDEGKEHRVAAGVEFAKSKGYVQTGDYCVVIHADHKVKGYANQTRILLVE
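Kinase-Glo luminescence read after 1 h RT reaction of 0.1 nM LmPK with 0.5 mM PEP and 0.1 mM ADP. Activity scaled between uninhibited and enzyme-free controls.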
Cycloheximide cs = counter-screen hit for Shiga toxin inhibitors, cycloheximide | max response, % | hit rate 12% among 300,000 | cell reporter, cycloheximide protein synthesis inhibition counterscreen | AID 2314; in the data active = max response mostly above about 13%, no sharp cut-off; inactive = mostly below about 14%; note: read at 38.3 µM for the half of the compounds with a filed dose; 0% is about no effect
AMA1 RON2 block = AMA1-RON2 (P. falciparum) interaction inhibition. AID 720542. hit rate 0.2% among 360,000. AlphaScreen AMA1-biotinylated RON2 peptide binding. Potency, µM (doses to about 58.2 µM), for the others: at the highest dose activity change, negative = inhibition, most hits filed as inhibitors;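 note: potency is the fitted concentration of half-maximal effect; 0% = vehicle wells and -100% = peptide control; nearly all actives have a fitted effect of over 45% in size; some results filed as inactive show a strong effect at the top dose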
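AMA1 (3D7) with his tag at 25 nM final met compounds first, then biotinylated RON2 peptide at 25 nM; detection used donor plus acceptor beads, 10 µg/mL apiece, read by AlphaScreen after 30 min at room temperature.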
Shiga toxin inh = Shiga toxin inhibition. inhibition, % at 38.7 µM. Vero cells, Shiga toxin protein synthesis inhibition reporter. hit rate 9.2% among 290,000; in the data active = inhibition mostly above about 28%, no sharp cut-off; inactive = mostly below about 43%; note: 0% is about no effect
Pf growth 48h = P. falciparum growth inhibition at 48 hours (one generation); P. falciparum luciferase growth in erythrocytes, 48 h; Potency, µM (doses to about 28.7 µM), without a hit: at the top dose activity change, negative = inhibition, hits mostly inhibitors; hit rate 5.9% among 310,000; AID 504832; note: potency is the fitted concentration of half-maximal effect; % is set by controls: 0 for no effect and ±100 for the full control effect
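Luciferase-expressing parasites in RBCs, 2% Hct / 0.1% parasitemia final; RPMI 1640 + 0.5% Albumax; 37 C, 5% CO2, one generation; luminescence read-out, lower signal = inhibition.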
Active calls of the source: *; & = joins results of further samples; [ ] = dose if it differs, or a comment. Unless noted, calls come from the whole dose curve; as a rule, active = well fitted curve in the direction sought with a large enough effect; inconclusive = small, poorly fitted or top-dose-only effect, or another doubt; inactive = no such curve, though single readings can be large; an effect the other way counts as inactive or inconclusive.

Results for CCOC(=O)c1c(C)[nH]c(N=Nc2ccccc2C)c1C ?
TbPYK inhibitor: 4%; LmPK inh: 7%; Cycloheximide cs: 38*; AMA1 RON2 block: inconclusive; Shiga toxin inh: 81*; Pf growth 48h: 19%

How did CC(=O)N1CCN(S(=O)(=O)c2cccc(C(=O)OCc3ccc(C(C)(C)C)cc3)c2)CC1 do in these assays?
Pf growth 96h: 9.3µM*; TbPYK inhibitor: -7%; AMA1 RON2 block: -14%; Pf growth 48h: 12µM*

What do the screens show for `Cc1ccc(-c2nc(N)c3c(-c4ccc(C)cc4)nn(C(C)(C)C)c3n2)cc1`?
Pf growth 96h: inconclusive; TbPYK inhibitor: -1%; LmPK inh: 1%; Cycloheximide cs: 6; AMA1 RON2 block: -3%; Shiga toxin inh: 7; Pf growth 48h: -17%

How did COc1ccc(Nc2ncnc3ccccc23)cc1 do in these assays?
TbPYK inhibitor: 2%; LmPK inh: -4%; Cycloheximide cs: 30*; AMA1 RON2 block: 7%; Shiga toxin inh: 71*; Pf growth 48h: 132%[activator]

What do the screens show for `CCCCOC(=O)c1ccc(NC(=O)c2cnccn2)cc1`?
Pf growth 96h: -4%; TbPYK inhibitor: 5%; LmPK inh: 1%; Cycloheximide cs: 18; AMA1 RON2 block: 5%; Shiga toxin inh: 10; Pf growth 48h: 26%

What do the screens show for `O=C(Cn1cncn1)c1ccc(F)cc1F`?
Pf growth 96h: 18%; TbPYK inhibitor: 2%; LmPK inh: 2%; Cycloheximide cs: 11; AMA1 RON2 block: 0%; Shiga toxin inh: 3; Pf growth 48h: 12%

What do the screens show for `Cn1c(CNC(=O)c2ccco2)nnc1SCC(=O)N1CCN(c2ccccc2F)CC1`?
Pf growth 96h: inconclusive; TbPYK inhibitor: 0%; LmPK inh: 6%; Cycloheximide cs: 9; AMA1 RON2 block: 8%; Shiga toxin inh: -19; Pf growth 48h: inconclusive

Results for COc1ccccc1CNC(=O)COC(=O)c1cccc(S(=O)(=O)N2CCCC2)c1 ?
Pf growth 96h: 0%; TbPYK inhibitor: 1%; LmPK inh: -1%; Cycloheximide cs: 10; AMA1 RON2 block: 3%; Shiga toxin inh: -4; Pf growth 48h: 21%

How did O=C(c1ccco1)N(Cc1ccc(Cl)cc1)C1CCS(=O)(=O)C1 (centres undefined) do in these assays?
Pf growth 96h: inconclusive; TbPYK inhibitor: 1%; LmPK inh: -9%; Cycloheximide cs: -2; AMA1 RON2 block: 9%; Shiga toxin inh: -6; Pf growth 48h: 17%

How did CCOC(=O)NC1=NCC(C)S1 (centres undefined) do in these assays?
Pf growth 96h: 1%; TbPYK inhibitor: 4%; LmPK inh: 0%; Cycloheximide cs: 5; AMA1 RON2 block: -9%; Shiga toxin inh: -11; Pf growth 48h: 42%[activator]

Results for CC(=O)Nc1ccc2nc(NC(=O)CS(=O)(=O)c3ccccc3)sc2c1 ?
Pf growth 96h: -5%; TbPYK inhibitor: -11%; AMA1 RON2 block: 3%; Pf growth 48h: -2%

What do the screens show for `Cc1nnc(SCC(=O)NC(C)(C)C)n1NCc1ccc(Cl)cc1`?
Pf growth 96h: -1%; TbPYK inhibitor: 2%; LmPK inh: 5%; Cycloheximide cs: -4; AMA1 RON2 block: 8%; Shiga toxin inh: -11; Pf growth 48h: -12%

How did COCCNC(=O)C(c1ccc(F)cc1)N(C(=O)CCC(=O)Nc1ccccn1)c1cccc(C)c1 (centres undefined) do in these assays?
Pf growth 96h: inconclusive; TbPYK inhibitor: -5%; LmPK inh: -1%; Cycloheximide cs: -9; AMA1 RON2 block: 20%; Shiga toxin inh: -9; Pf growth 48h: -16%

What do the screens show for `CCOc1ncccc1C(=O)OCC(=O)c1ccc(C)c(C)c1`?
Pf growth 96h: 40%[activator]; TbPYK inhibitor: -7%; LmPK inh: -5%; Cycloheximide cs: 43*; AMA1 RON2 block: -3%; Shiga toxin inh: 70*; Pf growth 48h: 5%

How did O=C(O)c1ccccc1S(=O)(=O)c1ccccc1CO do in these assays?
Pf growth 96h: 34%[activator]; TbPYK inhibitor: -5%; LmPK inh: -7%; Cycloheximide cs: 3; AMA1 RON2 block: 0%; Shiga toxin inh: -14; Pf growth 48h: 23%

How did COC(=O)c1cc(C(=O)Nc2ccc(Cl)cn2)cc([N+](=O)[O-])c1 do in these assays?
Pf growth 96h: 16%; TbPYK inhibitor: -1%; LmPK inh: 10%; Cycloheximide cs: 13; AMA1 RON2 block: -7%; Shiga toxin inh: 14; Pf growth 48h: -20%

How did Cc1ccc(S(=O)(=O)NC(=O)N(CCC#N)Cc2ccccc2)cc1 do in these assays?
Pf growth 96h: 27%; TbPYK inhibitor: -3%; LmPK inh: 7%; Cycloheximide cs: -1; AMA1 RON2 block: -9%; Shiga toxin inh: -4; Pf growth 48h: 1%

What do the screens show for `O=C(NNC(=O)C1CC(=O)N(c2ccc3c(c2)OCCO3)C1)c1ccc(F)cc1` (centres undefined)?
Pf growth 96h: 7%; TbPYK inhibitor: 0%; AMA1 RON2 block: 27%; Pf growth 48h: -11%

How did Cc1ccc(CNC(=O)C2CCCN(c3cnccn3)C2)cc1 (centres undefined) do in these assays?
Pf growth 96h: inconclusive; TbPYK inhibitor: 1%; LmPK inh: 3%; Cycloheximide cs: -5; AMA1 RON2 block: 3%; Shiga toxin inh: -5; Pf growth 48h: 11%

What do the screens show for `COc1ccc(/C=C/c2c(-c3ccc(OC)cc3)oc3ccccc23)cc1`?
Pf growth 96h: inconclusive; TbPYK inhibitor: -13%; LmPK inh: 3%; Cycloheximide cs: -1; AMA1 RON2 block: 0%; Shiga toxin inh: -4; Pf growth 48h: inconclusive

The final 2 entries of the part before open the next one.
How did Cc1ccc(CNC(=O)C2CCCN(c3cnccn3)C2)cc1 (centres undefined) do in these assays?
Pf growth 96h: inconclusive; TbPYK inhibitor: 1%; LmPK inh: 3%; Cycloheximide cs: -5; AMA1 RON2 block: 3%; Shiga toxin inh: -5; Pf growth 48h: 11%

What do the screens show for `COc1ccc(/C=C/c2c(-c3ccc(OC)cc3)oc3ccccc23)cc1`?
Pf growth 96h: inconclusive; TbPYK inhibitor: -13%; LmPK inh: 3%; Cycloheximide cs: -1; AMA1 RON2 block: 0%; Shiga toxin inh: -4; Pf growth 48h: inconclusive

What do the screens show for `COc1ncccc1-c1nnn(-c2ccc(Cl)nc2)n1`?
Pf growth 96h: 141%[activator]; TbPYK inhibitor: -6%; LmPK inh: -3%; Cycloheximide cs: 20*; AMA1 RON2 block: 19%; Shiga toxin inh: 42; Pf growth 48h: 102%[activator]

How did COc1ccc(COC(=O)C2CCN(S(=O)(=O)c3ccc(Cl)cc3)CC2)cc1 do in these assays?
Pf growth 96h: 11%; TbPYK inhibitor: 3%; AMA1 RON2 block: -14%; Pf growth 48h: inconclusive

How did CC(=O)N1CCc2cc(S(=O)(=O)N3CCCCCC3)ccc21 do in these assays?
Pf growth 96h: inconclusive; TbPYK inhibitor: -3%; LmPK inh: -11%; Cycloheximide cs: -1; AMA1 RON2 block: 2%; Shiga toxin inh: -12; Pf growth 48h: -8%

What do the screens show for `Cc1ccnc(SCC(=O)c2ccc([N+](=O)[O-])cc2)n1`?
Pf growth 96h: -7%; TbPYK inhibitor: -11%; LmPK inh: -4%; Cycloheximide cs: 1; AMA1 RON2 block: -2%; Shiga toxin inh: -5; Pf growth 48h: 8%

How did CCCCN(C)CC(O)Cn1cc(/C=C/C(=O)c2ccc(C)cc2)c2ccccc21 (centres undefined) do in these assays?
Pf growth 96h: -8%; TbPYK inhibitor: -13%&-10%; LmPK inh: -4%; Cycloheximide cs: 0; AMA1 RON2 block: -16%; Shiga toxin inh: 3; Pf growth 48h: 9.3µM*

How did CN(C)CCNC(=O)C(C(=O)c1ccc(F)cc1)n1ccccc1=O (centres undefined) do in these assays?
Pf growth 96h: inconclusive; TbPYK inhibitor: -15%; LmPK inh: -2%; Cycloheximide cs: -2; AMA1 RON2 block: -2%; Shiga toxin inh: -12; Pf growth 48h: 40%[activator]

How did CCOC(=O)c1[nH]c(C)c(C(=O)c2cc(F)ccc2F)c1C do in these assays?
TbPYK inhibitor: 1%; LmPK inh: 6%; Cycloheximide cs: 1; AMA1 RON2 block: -2%; Shiga toxin inh: -4; Pf growth 48h: 29%

What do the screens show for `O=C(O)CC/C(=N/Nc1ccc([N+](=O)[O-])cc1)C(=O)O`?
Pf growth 96h: 56%[activator]; TbPYK inhibitor: -4%; LmPK inh: 0%; Cycloheximide cs: 10; AMA1 RON2 block: 8%; Shiga toxin inh: 22; Pf growth 48h: 48%[activator]

What do the screens show for `CSc1ccc(CCNC(=O)C2CCCN(c3ncnc4c3nc3n4CCCCC3)C2)cc1` (centres undefined)?
Pf growth 96h: inconclusive; TbPYK inhibitor: -6%; LmPK inh: 3%; Cycloheximide cs: 2; AMA1 RON2 block: -4%; Shiga toxin inh: 1; Pf growth 48h: inconclusive

Results for CC(C)NC(=O)CN1CCC(O)(c2ccccc2)CC1 ?
TbPYK inhibitor: 1%; LmPK inh: -2%; Cycloheximide cs: 11; AMA1 RON2 block: -5%; Shiga toxin inh: -10; Pf growth 48h: 13%

How did CCOc1cc2[nH]c(=O)n(CCCC(=O)N(C)Cc3ccccc3)c(=O)c2cc1OCC do in these assays?
Pf growth 96h: 12%; TbPYK inhibitor: 6%; LmPK inh: 0%; Cycloheximide cs: -4; AMA1 RON2 block: -6%; Shiga toxin inh: 23; Pf growth 48h: inconclusive

How did COc1ccc(S(=O)(=O)N2CCN(CCc3ccccc3)CC2)cc1 do in these assays?
Pf growth 96h: inconclusive; TbPYK inhibitor: -18%; LmPK inh: -2%; Cycloheximide cs: 0; AMA1 RON2 block: 1%; Shiga toxin inh: -5; Pf growth 48h: 12%

What do the screens show for `Cc1cccc(CCNC(=O)c2cc(S(=O)(=O)N3CCCC3)cn2C)c1`?
Pf growth 96h: -20%; TbPYK inhibitor: 6%; LmPK inh: -5%; Cycloheximide cs: 0; AMA1 RON2 block: 14%; Shiga toxin inh: 0; Pf growth 48h: -16%

Results for c1ccc(Cn2cc(CN3CCCO3)c(-c3ccc4c(c3)OCO4)n2)cc1 ?
Pf growth 96h: inconclusive; TbPYK inhibitor: 4%; LmPK inh: 2%; Cycloheximide cs: -3; AMA1 RON2 block: -6%; Shiga toxin inh: 13; Pf growth 48h: -10%

How did CC(C)(C)c1ccc(S(=O)(=O)N2CCN(CCC#N)CC2)cc1 do in these assays?
Pf growth 96h: 13%; TbPYK inhibitor: -19%; LmPK inh: 1%; Cycloheximide cs: -2; AMA1 RON2 block: 23%; Shiga toxin inh: 10; Pf growth 48h: 3%

What do the screens show for `Cn1c(=NC(=O)C(C)(C)C)sc2cccc(F)c21`?
Pf growth 96h: 7%; TbPYK inhibitor: 0%; LmPK inh: -18%; Cycloheximide cs: 13; AMA1 RON2 block: -1%; Shiga toxin inh: 58*; Pf growth 48h: 11%

Results for CN1CC(C(=O)c2ccc(Cl)cc2)C(c2ccccc2)C1 (centres undefined) ?
Pf growth 96h: 1%; TbPYK inhibitor: -2%; LmPK inh: 1%; Cycloheximide cs: -6; AMA1 RON2 block: -11%; Shiga toxin inh: -2

Results for CSc1sc(C(=O)NC(=O)NCc2cccnc2)c(C)c1-c1ccon1 ?
Pf growth 96h: -15%; TbPYK inhibitor: -23%; LmPK inh: 3%; Cycloheximide cs: -4; AMA1 RON2 block: -6%; Shiga toxin inh: -4; Pf growth 48h: -7%
